Bioassay records from PubChem.
Rac1 GTP hydrolysis: MgcRacGAP GTPase-activating activity inhibitors, confirmation, biochemical, ADP Hunter fluorescence | Rac GTPase-activating protein 1 (Homo sapiens) | MgcRacGAP-stimulated Rac1 GTP hydrolysis, ADP Hunter fluorescence; higher % means a stronger effect; GST-tagged Rac1 F28L mutant substrate | one-dose inhibition, % at 30 µM; IC50 in µM for titrated hits | hit rate 0.6% among 340,000;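 active means first-screen hits whose inhibition reached a set limit at any dose in the follow-up dose series; inconclusive means inhibition above the set first-screen limit but never retested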;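 further: fluorescence reports GDP produced by GAP-driven GTP hydrolysis; strong numbers were not always called active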
PhoP inhibition: inhibitors of PhoP regulon expression, primary screen, Salmonella Typhimurium, GFP reporter (AID 1863). hit rate 0.16% among 300,000. one-dose inhibition, % at 50 µM; IC50 in µM for titrated hits. S. Typhimurium PhoP-regulated promoter GFP reporter, 4 h; higher % means a stronger effect;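 active means inhibition over 29.93%, a cutoff 3 SD above the screen mean, later confirmed by dose response; inconclusive means inhibition over 29.93% but no dose response follow-up; inactive means inhibition at most 29.93% or unconfirmed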;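 further: 0% = low Mg2+ inducing control and 100% = high Mg2+ repressing control; strong numbers were not always called active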
HIV fusion peptide: inhibitors of HIV fusion peptide binding, primary screen, biochemical, uHTS, fluorescence dequenching (AID 1986); hit rate 0.3% among 290,000; inhibition, % at 20 µM, or IC50 in µM where a hit was titrated; cell-free peptide binding, fluorescence dequenching, 30 min; higher % means a stronger effect; in the data active means inhibition mostly above about 52%, no sharp cut-off; inactive means mostly below about 76%; further: some results filed as inactive read as strong as hits
Siah-1 displacement: Siah-1 peptide-binding antagonists, primary screen, biochemical, fluorescence polarization, rhodamine-plectin, uHTS (AID 1817) | hit rate 0.02% among 290,000 | E3 ubiquitin-protein ligase SIAH1 (Homo sapiens) | Siah-1 / rhodamine-plectin peptide fluorescence polarization; higher % means a stronger effect | displacement, % at 20 µM; hits with a dose series show IC50 in µM;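 active means displacement of at least 50% at 20 µM, with a fluorescence ratio check between 0.3 and a set limit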;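 further: plate controls were Siah plus tracer with DMSO for no effect and tracer alone without Siah for full effect; strong numbers were not always called active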
NTR1 agonist: agonists of NTR1, primary screen, imaging, U2OS cells, beta-arrestin-GFP, high content (AID 493036). Neurotensin receptor type 1 (Homo sapiens), P30989. NTR1-U2OS beta-arrestin-GFP spot imaging, agonist mode. activation, % at 20 µM. hit rate 0.17% among 330,000;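 active means activation at or above 40% of the spot to cytoplasm intensity ratio, with at least 20 cells analyzed; inconclusive means wells under 20 cells, flagged as cytotoxic or low count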;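 further: 0% = DMSO without peptide and 100% = 100 nM NTR1 peptide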
Target sequence (P30989 whole entry, looked up): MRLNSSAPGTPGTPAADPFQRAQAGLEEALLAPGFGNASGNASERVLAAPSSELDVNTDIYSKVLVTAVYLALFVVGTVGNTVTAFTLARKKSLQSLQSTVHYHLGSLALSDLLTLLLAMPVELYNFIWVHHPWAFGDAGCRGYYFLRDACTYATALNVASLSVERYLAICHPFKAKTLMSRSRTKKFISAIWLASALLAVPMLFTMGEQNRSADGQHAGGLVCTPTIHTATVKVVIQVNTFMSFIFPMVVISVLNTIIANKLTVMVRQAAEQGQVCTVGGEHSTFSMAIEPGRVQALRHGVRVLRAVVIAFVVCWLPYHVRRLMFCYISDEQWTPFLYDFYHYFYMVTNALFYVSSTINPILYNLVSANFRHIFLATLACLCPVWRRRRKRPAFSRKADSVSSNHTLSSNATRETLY
Myeloid diff MLP: induction of myeloid progenitor differentiation, primary screen, cell-based, flow cytometry, MLPCN library. ER-HoxA9 myeloid progenitors, lysozyme-GFP differentiation. calls only at 10 µM. hit rate 1% among 360,000;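 active means normalized GFP-positive differentiation at or above the plate's own cutoff, the solvent-only control mean plus 3 SD; inconclusive means no clear call, values can overlap the other calls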;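 further: cells exposed to compound for four days before flow analysis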
GPR35 antagonists: GPR35 antagonists blocking zaprinast-driven arrestin recruitment, primary screen, imaging, U2OS, beta-arrestin-GFP, zaprinast agonist (AID 2058); one-dose inhibition, % at 10 µM; IC50 in µM for titrated hits; G-protein coupled receptor 35 (Homo sapiens); hit rate 0.052% among 290,000; U2OS GPR35 beta-arrestin-GFP translocation imaging, zaprinast antagonism; higher % means a stronger effect;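 active means inhibition of at least 50% with at least 30 cells and total cytoplasm GFP at most 10,000,000; inconclusive means under 30 cells or total GFP of 10,000,000 plus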
LYP phosphatase: inhibitors of LYP phosphatase, biochemical, fluorescence intensity, uHTS (AID 1779) | hit rate 0.054% among 290,000 | one-dose inhibition, % at 11.5 µM; IC50 in µM for titrated hits | recombinant LYP phosphatase, fluorescence intensity; higher % means a stronger effect; in the data active means inhibition above about 50%;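 further: plate controls were vehicle with enzyme for no effect and no enzyme for full effect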
GPR55 antagonists: GPR55 antagonists blocking LPI-driven arrestin recruitment, primary screen, imaging, U2OS, beta-arrestin-GFP, LPI agonist (AID 2013). G-protein coupled receptor 55 (Homo sapiens). U2OS GPR55 beta-arrestin-GFP translocation imaging, LPI antagonism; higher % means a stronger effect. one-dose inhibition, % at 10 µM; IC50 in µM for titrated hits. hit rate 0.13% among 290,000;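 active means spots per cell inhibited over 60%, with over 100 cells counted and total cytoplasm intensity under 500,000; inconclusive means wells with under 100 cells, flagged as likely toxic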;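 further: U2OS cells stably carrying GPR55 and arrestin-GFP stimulated by 5 µM LPI near EC80; imaged beta-arrestin-GFP aggregate spots per cell after agonist stimulation; plate controls were LPI-stimulated DMSO wells for no effect and DMSO wells without LPI for full effect; some results filed as inactive read as strong as hits; confirmed hits need IC50 under 10 µM and bright autofluorescent wells are also inconclusive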
NTR1 agonist cell count 20 µM: also measured in NTR1 agonist; calls as there; cell count; measured here: cell count, cytotoxicity flag
Myeloid diff MLP GFP+ MAC1+ %: also measured in Myeloid diff MLP; calls as there; GFP+ MAC1+ double positive, %; measured here: differentiation confirmed by MAC1 staining
Numbers without * were called inactive; i = inactive; ? = inconclusive; nt = not tested or not shown.

SMILES	Rac1 GTP hydrolysis	PhoP inhibition	HIV fusion peptide	Siah-1 displacement	NTR1 agonist	NTR1 agonist cell count 20 µM	Myeloid diff MLP	Myeloid diff MLP GFP+ MAC1+ %	GPR35 antagonists	LYP phosphatase	GPR55 antagonists
CN1CCN(CCOc2ccc(-c3ccccc3)cc2)CC1	15.2%	-2.4%	-2.5%	1.9%	0.5	54	i	0.3	-7.4%	-14.7%	10.9%
c1ccc(-c2csc(N3CCOCC3)n2)cc1	5.3%	5.8%	-0.3%	-1.4%	-0.6	78	i	1.9	17.8%	0.9%	-9.3%
CN(C)c1cccc(C(=O)Nc2ccc(N3CCOCC3)cc2)c1	8.6%	-6.2%	0.9%	-1.6%	-0.7	79	i	0.7	-2.9%	-6.4%	-4.1%
CCn1cnc2c1c(=O)n(CC(=O)N1CCc3ccccc31)c(=O)n2Cc1ccccc1	10.7%	-1.5%	-1.4%	2.0%	0.6	79	i	0.5	-12.0%	5.1%	0.4%
Oc1ccc(N=Cc2c(O)ccc3ccccc23)cc1	?	-10.0%	35.0%	15.1%	0.4	64	i	0.1	9.7%	0.8%	0.9%
O=CN1CCN(C(=O)c2ccc3c(c2)OCO3)CC1	13.3%	-2.1%	-0.2%	-2.6%	0.7	37	i	0.8	-5.8%	-8.7%	-0.8%
COc1cc2c(cc1OC)C(c1cccs1)N(C(=O)c1ccncc1)CC2 (configuration not stated)	11.6%	-3.5%	-1.2%	-3.1%	-0.4	82	i	0.0	6.5%	-7.0%	13.1%
COCCNC(=O)c1ccccc1-c1nc(-c2ccccc2Cl)no1	7.3%	-1.0%	2.1%	-3.0%	-0.9	53	i	1.5	0.3%	3.3%	2.3%
Cc1nn(-c2ccccc2)c(C)c1NC(=O)COc1ccc(Cl)cc1Cl	9.2%	2.0%	-0.5%	-2.9%	2.0	47	i	0.4	nt	-6.9%	-17.4%
O=C(NC1CCCCCCC1)c1ccc2c(c1)OCO2	4.0%	-10.8%	1.6%	15.3%	-0.7	77	i	0.6	2.9%	-3.7%	13.9%
CN1CCN(P(=O)(c2ccccc2)c2nc3ccccc3s2)CC1 (configuration not stated)	8.4%	-1.8%	25.2%	3.9%	1.3	38	i	0.7	-0.2%	-5.7%	-14.6%
O=C(NNC(=O)c1ccc[nH]1)Nc1cccc(C(F)(F)F)c1	7.3%	-10.9%	-1.2%	0.9%	0.0	59	i	1.1	11.6%	-3.8%	-5.9%
S=C1NCN(Cc2cccnc2)CN1Cc1ccccc1	1.7%	-0.3%	1.4%	6.9%	0.6	52	i	1.0	1.5%	-10.1%	10.3%
CCc1ccc(NC(=O)CCc2c(C)nn(-c3ccc(N4CCOCC4)nn3)c2C)cc1	8.0%	-9.3%	-2.8%	-3.8%	0.9	57	i	2.8	-1.0%	-8.4%	-11.2%
COc1ccccc1S(=O)(=O)Cc1ccc(C(=O)NCc2cccs2)o1	5.9%	-0.2%	-0.8%	-1.3%	-0.5	86	i	0.6	2.3%	-5.9%	1.8%
Cc1cccc(C)c1N1CCN(c2ccc3nnc(C(F)(F)F)n3n2)CC1	3.9%	13.3%	-2.1%	2.3%	2.5	61	i	0.4	-15.4%	0.2%	18.8%
O=C(CCCc1nc(-c2ccccc2)no1)NC1CCCC1	6.9%	7.8%	0.5%	9.1%	-0.1	40	nt	nt	6.8%	-9.9%	-10.8%
CC(C)Cc1ccc(S(=O)(=O)Nc2ccc3[nH]c(=O)[nH]c3c2)cc1	12.4%	2.8%	0.3%	-0.8%	1.6	44	i	0.7	-0.5%	-5.8%	-7.5%
COc1ccc(OCCC(=O)OCc2c(C)noc2C)cc1	7.3%	-2.4%	-2.8%	-3.8%	-5.2	69	i	1.7	-3.2%	-4.0%	-11.9%
CCC1Oc2ccccc2N(CC(=O)NCCCN2CCCCC2CC)C1=O (configuration not stated)	6.4%	4.1%	-0.7%	-1.6%	-1.4	60	i	1.6	2.8%	-9.0%	0.4%
COc1ccccc1NC(=O)c1c(N=Cc2c(O)ccc3ccccc23)cnn1C	11.3%	-3.9%	2.1%	2.0%	6.5	52	i	0.9	-3.5%	10.1%	-10.9%
Cc1cnc(CN2CCCC(C(=O)c3ccc4c5c(cccc35)CC4)C2)[nH]1 (configuration not stated)	3.8%	10.2%	-0.6%	-0.4%	0.4	43	i	0.3	13.1%	-2.7%	8.2%
COc1ccc(N(CC2CO2)S(=O)(=O)c2ccccc2)cc1 (configuration not stated)	4.6%	2.8%	0.6%	13.2%	0.4	54	nt	nt	8.5%	-8.9%	8.5%
CCOC(=O)c1ccc(NC(=O)Cn2cnc(S(=O)(=O)N3CCCC3)c2)cc1	9.9%	-1.0%	0.3%	1.6%	-0.7	50	i	3.0	19.0%	-10.8%	29.8%
CCOc1ncccc1C(=O)Nc1ncc(C)s1	4.7%	4.5%	1.8%	19.1%	0.3	40	i	0.9	-10.0%	-3.5%	10.8%
CCCOc1ccc(CC(CC(=O)O)(C(=O)O)C(=O)O)cc1	1.1%	-8.0%	-0.6%	-1.9%	-0.9	40	i	0.7	-0.7%	-8.0%	9.3%
COc1ccc(OC)c(/C=N/c2c(-c3ccc(O)c(OC)c3)nc3ccccn23)c1	4.6%	-8.2%	1.0%	2.0%	0.1	74	i	0.1	16.5%	-4.1%	-3.8%
O=C(CNC(c1ccccc1)c1ccccc1)Nc1ccccc1-c1ccccc1	7.1%	-4.6%	2.5%	11.7%	5.3	58	i	0.5	-10.8%	-0.7%	15.4%
COc1nc(-c2ccccc2)ccc1-c1noc(-c2ccc(F)cc2)n1	nt	nt	-1.8%	0.4%	nt	nt	nt	nt	4.2%	-6.7%	2.2%
COc1ccccc1N1CCN(C(=O)c2ccc(S(=O)(=O)N3CCCCCC3)cc2)CC1	3.4%	2.4%	-2.3%	2.6%	1.9	62	i	0.5	-1.7%	-7.3%	5.5%

Some of these compounds in order of their number in GPR35 antagonists, rising.
smiles | GPR35 antagonists
CCOc1ncccc1C(=O)Nc1ncc(C)s1 | -10.0%
CN(C)c1cccc(C(=O)Nc2ccc(N3CCOCC3)cc2)c1 | -2.9%
COc1cc2c(cc1OC)C(c1cccs1)N(C(=O)c1ccncc1)CC2 (configuration not stated) | 6.5%

Carrying on:
SMILES	Rac1 GTP hydrolysis	PhoP inhibition	HIV fusion peptide	Siah-1 displacement	NTR1 agonist	NTR1 agonist cell count 20 µM	Myeloid diff MLP	Myeloid diff MLP GFP+ MAC1+ %	GPR35 antagonists	LYP phosphatase	GPR55 antagonists
COC(=O)c1sccc1NC(=O)CC1C(=O)NCCN1C(=O)c1c(F)cccc1Cl (configuration not stated)	-4.6%	-9.9%	-0.5%	1.5%	4.1	51	i	0.6	-2.3%	-2.8%	-8.8%
CCc1ncc(C(O)c2cccc(OC)c2OC)n1C (configuration not stated)	-1.5%	8.8%	-1.2%	3.9%	1.1	57	i	5.5	9.0%	-1.4%	18.6%
COc1ccc(C)cc1NC(=O)C1CC(=O)OC12CCCCC2 (configuration not stated)	6.4%	-1.6%	2.6%	1.7%	-1.2	87	i	2.3	2.8%	-7.9%	7.9%
CCn1c(COc2ccc(C)cc2)nnc1SCc1ccc(C#N)cc1	8.0%	-9.3%	-0.7%	-0.2%	2.1	62	i	0.4	2.4%	-1.7%	4.2%
CCCCCCNc1cc2n(c(=O)n1)CCc1cc(OC)c(OC)cc1-2	12.9%	-5.0%	-3.2%	1.8%	0.5	67	i	3.9	-8.5%	-7.5%	-23.0%
CCOc1ccc(S(=O)(=O)Nc2ccccc2SC)cc1	-1.4%	1.4%	2.9%	1.4%	1.6	79	i	2.7	-0.1%	-3.3%	21.9%
Cc1ccc(NC(=O)c2c(O)c3ccccc3n(C)c2=O)nc1	2.4%	-6.5%	2.4%	2.1%	3.4	76	i	0.8	-9.2%	-6.6%	-9.4%
CC(C)c1nnc(NC(=O)C2CCN(C(=O)Nc3ccc(Cl)cc3)CC2)s1	1.7%	-8.6%	2.3%	7.6%	2.9	44	i	3.5	-3.1%	-2.3%	-3.8%
CCn1cc(C(=O)N2CCc3ccccc32)c(=O)c2cc(S(=O)(=O)N3CCCC3)ccc21	9.7%	6.2%	1.5%	8.5%	1.0	62	i	0.3	2.5%	5.9%	3.1%
Cc1ccc(-n2nc3c(c2NC(=O)C2CCCC2)CS(=O)(=O)C3)cc1	0.7%	3.9%	-1.4%	-4.6%	0.8	66	i	9.0	24.3%	-9.8%	-5.3%
Cc1c(C(=O)N(Cc2ccc(F)cc2)C2CCS(=O)(=O)C2)oc2ccccc12 (configuration not stated)	10.8%	-6.6%	-0.4%	4.3%	2.1	70	i	4.9	4.0%	-5.7%	10.6%
CCOC(=O)Cc1csc(NS(=O)(=O)c2ccccc2)n1	6.1%	5.5%	-1.1%	0.4%	0.5	41	i	0.8	-3.6%	-6.0%	1.0%
CCc1cccc2c(C(=S)N3CCCC3)c[nH]c12	3.3%	1.0%	-0.1%	-2.3%	1.5	78	i	0.2	-7.9%	-1.9%	-15.8%
CCN(CC(=O)Nc1c(F)cccc1F)C(=O)c1cccnc1SC	10.2%	-5.4%	0.5%	2.4%	0.9	64	i	0.7	4.3%	-8.6%	0.2%
O=C(NNS(=O)(=O)c1ccc(F)cc1F)c1csc(-c2cccnc2)n1	-2.9%	-2.0%	-0.8%	-1.5%	-0.6	39	i	0.5	-3.7%	-3.6%	-20.6%
COc1ccccc1NC(=O)NCCN1CCN(c2cccc(Cl)c2)CC1	-2.0%	-0.7%	0.3%	-0.3%	-1.6	79	i	1.2	-3.7%	-5.1%	-7.5%
Cn1c(CCC(=O)OCC(=O)NCc2ccc3c(c2)OCO3)nc(=O)c2ccccc21	5.4%	1.3%	1.7%	-3.0%	-1.3	30	i	0.5	-5.3%	-0.3%	-5.0%
